aGlu spleen mod = lysosomal alpha-glucosidase (human) modulation. actives 0.006% (n = 240,000). Potency, µM (series often up to 79.9 µM), inactives show top-dose activity change, negative = inhibition, actives largely listed as inhibitors. P10253. human spleen homogenate, 4-MU-alpha-glucoside fluorescence;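 note: 0% = enzyme with vehicle and -100% = no enzyme basal signal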
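AC50 values come from Hill-equation fits of concentration-response data, normalized to no-enzyme and full-activity controls. Enzyme source: 1 ug human spleen homogenate; 1 mM fluorogenic 4-MU glucoside, pH 5.0 citrate buffer, 37 C, 40 min.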
GAA glycogen mod = alters human alpha-glucosidase cleavage of glycogen. P10253. recombinant GAA, glycogen substrate, Amplex Red glucose oxidase fluorescence. Potency, µM (highest dose often 76.4 µM), for the others: at the top dose activity change, negative = inhibition, actives largely listed as inhibitors. actives 0.38% (n = 300,000). AID 2100;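 note: 0% = full enzyme reaction and -100% = no-enzyme basal signal; the screen sought inhibitors and activators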
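Natural-substrate format: glycogen cleavage by 4 nM human enzyme, glucose read by Amplex Red coupling (Ex 573, Em 610 nm). Normalized to enzyme and no-enzyme controls.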
L3MBTL1 inh = blocks human L3MBTL1; actives 0.66% (n = 230,000); AlphaScreen L3MBTL1–H3K9me1 peptide binding; Potency, µM (doses to about 57.1 µM), for inactives: at the highest dose activity, negative = inhibition, most hits filed as inhibitors; AID 485360; Q9Y468; note: nearly all actives have a fitted effect of over 60% in size
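L3MBTL1 50 nM + b-AHA-H3(1-15)K9me1 75 nM, 30 min RT; compound added, 30 min RT; streptavidin donor/Ni-chelate acceptor beads 10 ug/mL each final, 30 min RT dark; AlphaScreen read.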
RGS12 GoLoco inh = inhibitors of human Gai1-RGS12 GoLoco interaction (red fluorophore); Gai1:RGS12 GoLoco peptide FP, rhodamine, 10 min; Potency, µM (top dose mostly 61.6 µM), inactives show at the highest dose activity, negative = inhibition, usual class: inhibitors; P63096; actives 0.44% (n = 230,000); active = well fitted inhibition curve with a large enough effect, not every such curve was filed as active; inactive = no such curve, though single readings can be large or run the other way; note: nearly all actives have a fitted effect of over 30% in size; many of its hits are not listed in these tables
Target sequence (P63096 whole entry, looked up): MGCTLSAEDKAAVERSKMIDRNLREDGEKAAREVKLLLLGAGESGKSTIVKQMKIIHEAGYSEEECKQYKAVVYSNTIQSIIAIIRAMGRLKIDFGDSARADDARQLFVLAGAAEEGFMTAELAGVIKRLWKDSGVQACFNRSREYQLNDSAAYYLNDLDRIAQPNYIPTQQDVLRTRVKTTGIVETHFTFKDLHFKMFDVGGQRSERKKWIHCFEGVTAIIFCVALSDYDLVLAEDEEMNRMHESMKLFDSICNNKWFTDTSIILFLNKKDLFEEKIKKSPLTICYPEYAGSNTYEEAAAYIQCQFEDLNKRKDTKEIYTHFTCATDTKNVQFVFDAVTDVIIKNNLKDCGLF
TR SRC2 fluor cs = Texas Red fluorescence interference in TRb-SRC2 counter-screen; TRb/SRC2 Texas Red total fluorescence interference; Potency, µM (highest dose often 106 µM), for inactives: top-dose fluorescence change, negative = quenching; actives 0.29% (n = 280,000); AID 1479; active = well fitted curve in either direction with a large enough effect; inconclusive = small, poorly fitted or top-dose-only effect
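Human TRb ligand-binding domain at 0.6 uM with 20 nM Texas Red SRC2 peptide in Tris buffer containing 1 uM T3 and 5% DMSO, incubated with compound 5 h at ambient temperature. Total fluorescence (555/632 nm) calculated as parallel + 2 × perpendicular.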
RECQ1 helicase = inhibitors of human RECQ1 DNA helicase. P46063. RECQ1 DNA unwinding, red fluorescence kinetic read. Potency, µM (highest dose often 57.3 µM), for inactives: top-dose activity, negative = inhibition, most hits filed as inhibitors. actives 0.54% (n = 240,000). AID 2549;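 note: plate controls were vehicle for no effect and no enzyme for full effect; nearly all actives have a fitted effect of over 30% in size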
Target sequence (P46063 whole entry, looked up): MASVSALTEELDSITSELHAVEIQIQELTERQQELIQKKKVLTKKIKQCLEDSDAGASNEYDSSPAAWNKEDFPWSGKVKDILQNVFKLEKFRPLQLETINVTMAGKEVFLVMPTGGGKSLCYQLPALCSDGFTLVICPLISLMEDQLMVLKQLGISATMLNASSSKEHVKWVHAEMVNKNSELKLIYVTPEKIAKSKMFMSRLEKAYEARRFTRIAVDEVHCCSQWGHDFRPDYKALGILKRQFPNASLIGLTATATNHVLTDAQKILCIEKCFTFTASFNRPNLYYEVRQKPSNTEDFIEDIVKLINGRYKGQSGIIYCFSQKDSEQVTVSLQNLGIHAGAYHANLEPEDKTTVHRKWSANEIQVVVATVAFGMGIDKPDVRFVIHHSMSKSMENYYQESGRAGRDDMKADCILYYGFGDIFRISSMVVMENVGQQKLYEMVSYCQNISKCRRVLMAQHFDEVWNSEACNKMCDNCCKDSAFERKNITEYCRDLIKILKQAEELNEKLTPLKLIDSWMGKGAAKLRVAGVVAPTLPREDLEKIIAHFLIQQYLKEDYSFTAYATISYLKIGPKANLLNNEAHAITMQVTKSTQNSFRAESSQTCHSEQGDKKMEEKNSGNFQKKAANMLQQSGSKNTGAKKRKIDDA
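RECQ1T1 50 nM; forked duplex (20 bp + 30-nt ss tails) 200 nM, ATP 2 mM final; pH 8.0, 2 mM MgCl2, 2.5 ug/ml poly(dI-dC); 15 min compound preincubation; discontinuous kinetic read over 2 h at RT.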
GAA inhib = alpha-glucosidase (human) inhibition. Potency, µM (titrated, usually from 76.9 µM), for the others: at the highest dose activity change, negative = inhibition, usual class: inhibitors. purified human GAA, 4-MU-alpha-glucoside fluorescence. actives 0.005% (n = 200,000). P10253;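 note: plate controls were uninhibited enzyme wells for no effect and no-enzyme background for full effect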
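Read-out is 4-methylumbelliferone fluorescence (Ex 365/Em 440 nm) after NaOH/glycine stop at pH 10. Enzyme 4 nM, substrate 400 uM, pH 5.0 citrate buffer, 20 min room temperature; AC50 from Hill-equation concentration-response.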
TRb SRC2 PPI = TRbeta-SRC2 interaction inhibition; TRbeta-SRC2 peptide binding, fluorescence polarization; receptor liganded with 1 µM T3; Potency, µM (doses to about 106 µM), for inactives: at the highest dose activity change, negative = inhibition, most hits filed as inhibitors; actives 0.065% (n = 280,000); AID 1469;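 note: plate controls were bound peptide for no effect and peptide without receptor for full effect; nearly all actives have a fitted effect of over 50% in size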
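Human TRb LBD (0.6 uM) plus Texas Red-labeled SRC2 peptide (20 nM), 1uM T3, 5% DMSO, 5 hr at ambient temperature. Decreased polarization (555/632 nm) flags inhibition; data normalized to free and bound peptide controls.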
The depositor's hits bear a star; i = inactive; ? = inconclusive; / = not tested or not shown; & = joins results of further samples; [ ] = another dose, or the depositor's remark. Unless noted, calls come from the whole dose curve; as a rule, active = well fitted curve in the direction sought with a large enough effect; inconclusive = small, poorly fitted or top-dose-only effect, or another doubt; inactive = no such curve, though single readings can be large; an effect the other way counts as inactive or inconclusive. Unless noted, % is set by controls: 0 for no effect and ±100 for the full control effect; potency is the fitted concentration of half-maximal effect. Some of the compounds tested. The share of hits here may be higher or lower than overall.

SMILES	aGlu spleen mod	GAA glycogen mod	L3MBTL1 inh	RGS12 GoLoco inh	TR SRC2 fluor cs	RECQ1 helicase	GAA inhib	TRb SRC2 PPI
COc1ccc(Cc2noc(CN3CCN(Cc4csc(C)n4)CC3)n2)cc1OC	-9%	5%	-2%	2%	0%	-6%	-8%	-6%
CCOc1ccc(N/N=C(/C#N)C(N)=O)cc1	-23%	-28%	-6%	-2%	-2%	-15%	-4%	2%
NC(=O)N/N=C/CCc1ccccc1	0%	4%	6%	1%	0%	i	/	3%
CN(NC(=O)c1ccccc1)C1=NS(=O)(=O)c2ccccc21	-9%	-11%	6%	15%	-2%	i	14%	-6%
CC1=C(C)/C(=N\OS(=O)(=O)c2ccc(C)cc2)C=CC1=O	2%	9%	?	-6%	1%	-5%	-7%	-1%
CCC(C)(C)NC(=O)C(c1cccc(OC)c1OC)N(CC(C)C)C(=O)CCC(=O)Nc1cc(C)on1 (stereo not drawn)	7%	1%	/	-2%	-3%	0%	-2%	-1%
CC(C)CN1CCNC(=O)C1CC(=O)N(C)CC1CCOCC1 (stereo not drawn)	-1%	8%	2%	-13%	-1%	i	8%	3%
Cc1ccc(C(=O)N[C@H](C(=O)OCc2nnc(-c3ccccc3)o2)C(C)C)cc1	0%	3%	8%	-11%	0%	4%	-16%	6%
Cc1nnc(NC(=O)CSc2nc3ccccc3[nH]2)s1	3%	-2%	-5%	9%	-6%	i	-6%	-6%
CCOC(=O)c1cc2sc(C)cc2n1C(C)C(=O)OCC (stereo not drawn)	-1%	-5%	7%	-3%	-2%	-14%	1%	-9%
CSc1ccccc1C(=O)Nc1ccccc1C(=O)N1CCCC1	-11%	-7%	-2%	5%	1%	i	4%	1%
CCOc1ccccc1NC(=O)CSc1nnc2ccc(-c3ccncc3)nn12	/	0%	6%	1%	-4%	i	-7%	-1%
O=S(=O)(NCc1ccccc1)c1cccc(S(=O)(=O)N2CCOCC2)c1	-4%	6%	/	-10%	0%	-5%	-1%	-1%
Cc1ccc(N2CCN(/N=C/c3ccncc3)CC2)cc1	-1%	-24%	-5%	4%	-4%	i	-3%	-3%
O=C(NCc1ccco1)c1ccccc1NS(=O)(=O)c1ccc(Cl)s1	-11%	-5%	/	7%	-1%	13%	-2%	-10%
Cc1cccc(C)c1NC(=S)NC(C)(C)CO	2%	-4%	-4%	-9%	2%	-4%	/	13%
COc1ccc(-n2c(N)c(C(=O)NCc3ccco3)c3nc4ccccc4nc32)cc1	27%	4%	15%	30%[activator]	-6%	-5%	?	9%
O=C1C(=O)N(Cc2cccnc2)C(c2ccccn2)/C1=C(/O)c1ccc(F)cc1 (stereo not drawn)	-2%	-2%	-3%	-11%	1%	8%	-14%	-16%
O=C(CCN1CCN(C(=O)c2ccco2)CC1)Nc1ccc(F)cc1	-3%	-23%	-4%	6%	1%	?	-4%	-6%
O=C(CCc1nc(-c2ccccc2F)no1)NCc1ccco1	3%	4%	3%	2%	-2%	0%	4%	-9%
O=C(CCSCc1ccc(Cl)cc1)NCc1cccnc1	-18%	4%	/	4%	0%	-2%	-6%	2%
CCn1c(SCC(=O)N/N=C/c2c[nH]c3ccccc23)nnc1-c1ccc(C)cc1	-13%	-2%	/	10%	-1%	-6%	-8%	7%
O=C(CN1C(=O)c2cccc3cccc1c23)N1CCN(c2ccccc2)CC1	-3%	4%	?	5%	-9%	1%	?	1%
Cc1cccc(Cn2c(SCCN3CCOCC3)nc3c2c(=O)n(C)c(=O)n3C)c1	-5%	1%	-4%	2%	-3%	-17%	-1%	-5%
CN(C(=O)CCS(=O)(=O)c1cc2c(cc1Cl)NC(=O)CO2)C1CCCCC1	/	3%&1%[76.3 µM]	-3%	/	-5%	/	/	7%
CN(C)c1ccc(C=C2C(=O)OC3(CCCC3)OC2=O)cc1	2%	-5%	-6%	223%[activator]	-1%	-4%	-14%	0%
COc1cc(CN2CCC(C(=O)NC3CCCC3)CC2)cc(Br)c1O	1%	4%	-8%	-22%	1%	i	1%	-11%
Cc1ccc(CCC(=O)Nc2ncc(Cc3cc(Cl)ccc3Cl)s2)o1	-9%	2%	-8%	10%	-4%	2%	-5%	4%
CCOC(=O)c1nc2nc(-c3cccs3)cc(C(F)(F)F)n2n1	-5%	-4%	-6%	-1%	-2%[53 µM]	i	?	10%[53 µM]
O=C(CSC1=NNC(c2ccccn2)S1)Nc1ccccc1 (stereo not drawn)	3%	2%	/	5%	-2%	i	/	-2%
O=C(Oc1ccc2ccccc2c1Cl)N1CCCCCC1	2%	7%	32%[activator]	3%	1%	-6%	2%	-9%
CCc1nc(NCC(C)C)c(C#N)c2c1COC(C)(C)C2	-2%	5%	0%	2%	1%	-1%	-4%	8%
Cn1cnnc1SCC(=O)Nc1ccc2c(c1)CCC2	-6%	12%	0%	4%	-1%	-3%	8%	-7%
C=CCN(CC=C)S(=O)(=O)c1ccc2nsnc2c1	-6%	-3%	/	-8%	1%	5%	0%	2%
CC(=O)OCC1O[C@@H](O[C@@H]2C[C@H]3C(C)(C)[C@H](OC(C)=O)CC[C@]3(C)[C@H]3CC[C@]45C[C@]4(CC[C@H]5[C@@H](C)C[C@@H](O)[C@H](O)C(C)(C)O)[C@@]32C)[C@H](O)[C@@H](O)[C@@H]1O (stereo partly drawn)	-14%	-15%	16%	13%	-10%	0%	-3%[15.4 µM]	-6%
CCC/C(=N\NC(=O)c1ccc(CSc2nncn2C)cc1)c1ccccc1	-4%	0%	18%	1%	-1%	-3%	4%	-4%
COC(=O)c1ccc(NC(=O)COC(=O)c2cccc3c(=O)c(C)c(-c4ccccc4)oc23)cc1	11%	-5%	7%	/	-4%	-5%	-4%	4%
COc1ccc(C(C(=O)NC2CCCC2)N(CCN(C)C)C(=O)c2snc(C(N)=O)c2N)cc1 (stereo not drawn)	-3%	-1%	1%	1%	-7%	-2%	-2%	2%
O=C1OCc2cc(NC(=O)C3CCCCC3)ccc21	3%	-2%	/	-3%	0%	8%	6%	-5%
OC(C#CCN1CCCCCC1)(c1ccccc1)c1cccnc1 (stereo not drawn)	7%	-2%	-6%	6%	-3%	-7%	-5%[15.4 µM]	1%

Looked up by structure from above, 4 records:
SMILES	aGlu spleen mod	GAA glycogen mod	L3MBTL1 inh	RGS12 GoLoco inh	TR SRC2 fluor cs	RECQ1 helicase	GAA inhib	TRb SRC2 PPI
CC(=O)OCC1O[C@@H](O[C@@H]2C[C@H]3C(C)(C)[C@H](OC(C)=O)CC[C@]3(C)[C@H]3CC[C@]45C[C@]4(CC[C@H]5[C@@H](C)C[C@@H](O)[C@H](O)C(C)(C)O)[C@@]32C)[C@H](O)[C@@H](O)[C@@H]1O (stereo partly drawn)	-14%	-15%	16%	13%	-10%	0%	-3%[15.4 µM]	-6%
O=C(CSC1=NNC(c2ccccn2)S1)Nc1ccccc1 (stereo not drawn)	3%	2%	/	5%	-2%	i	/	-2%
COC(=O)c1ccc(NC(=O)COC(=O)c2cccc3c(=O)c(C)c(-c4ccccc4)oc23)cc1	11%	-5%	7%	/	-4%	-5%	-4%	4%
O=C1OCc2cc(NC(=O)C3CCCCC3)ccc21	3%	-2%	/	-3%	0%	8%	6%	-5%

New compounds follow
SMILES	aGlu spleen mod	GAA glycogen mod	L3MBTL1 inh	RGS12 GoLoco inh	TR SRC2 fluor cs	RECQ1 helicase	GAA inhib	TRb SRC2 PPI
[O-]c1n[n+](-c2ccc(Cl)cc2Cl)cc2ccccc12	-1%	-4%	20%	-7%	-3%	i	8%	-4%
O=C(C1CCC(CNc2nc(=S)[nH]c3ccccc23)CC1)N1CCN(c2ccccn2)CC1 (stereo not drawn)	3%	8%	-6%	2%	2%	-7%	-9%	4%
Cc1ccc(NC(=O)/C(C#N)=C/c2ccc(Sc3nc(C)cc(C)n3)o2)cc1	-6%	-4%	/	12%	1%	-3%	-8%	10%
C=CCSc1nnc(-c2ccncc2)n1-c1ccc(OCC)cc1	-8%	2%	0%	1%	1%	-2%	2%	-1%
N=c1sccn1CC(=O)Nc1ccccc1Sc1ccccc1	0%	5%	/	5%	-1%	i	-4%	6%
COc1nc(N/N=C/c2ccccc2F)nc(N2CCCCC2)n1	-7%	1%	6%	24%	-5%	2%	-10%	-8%
Cc1sc(NC(=O)CN(Cc2ccc(F)cc2)C(=O)C(C)C)c(C(N)=O)c1C	-11%	-4%	13%	11%	-2%	-3%	6%	0%
CCOC(=O)CNC(=O)c1cccs1	-1%	3%	-1%	2%	0%	-1%	5%	-3%
O=C(Nc1c(Cl)cccc1Cl)c1ccc(-c2ccccc2)cc1	5%	3%	-3%	-2%	0%	-4%	-20%	4%
COc1ccc(OCC2Cc3c(-c4ccccc4)nc4c(c3CO2)CN(CCOc2ccccc2)CC4)cc1 (stereo not drawn)	0%[17.4 µM]	/	/	/	-3%[11.2 µM]	-16%[11.5 µM]	/	3%[11.2 µM]
COC(=O)c1ccc(CSc2nnc3c(n2)[nH]c2ccccc23)cc1	3%	4%	4%	7%	1%	-13%	2%	3%

Record cards, from the list above. Order of values: aGlu spleen mod | GAA glycogen mod | L3MBTL1 inh | RGS12 GoLoco inh | TR SRC2 fluor cs | RECQ1 helicase | GAA inhib | TRb SRC2 PPI
Listed for CCOC(=O)CNC(=O)c1cccs1 : -1% | 3% | -1% | 2% | 0% | -1% | 5% | -3%
Listed for O=C(C1CCC(CNc2nc(=S)[nH]c3ccccc23)CC1)N1CCN(c2ccccn2)CC1 (stereo not drawn) : 3% | 8% | -6% | 2% | 2% | -7% | -9% | 4%

Screening results as filed in PubChem.
